Screening data deposited in PubChem by National Center for Advancing Translational Sciences (NCATS).
EPAC2 antagonist: qHTS for Antagonist of cAMP-regulated guanine nucleotide exchange factor 2 (EPAC2): primary screen | Rap guanine nucleotide exchange factor 4 (Homo sapiens), Q8WZA2 | EPAC2 GEF exchange of Rap1B-BODIPY-GDP, fluorescence | Potency, µM (highest dose often 114 µM), for the others: at the top dose activity, negative = inhibition, most hits filed as inhibitors | 0.18% of 360,000 active; also: % is scaled to controls: 0 for no effect and ±100 for the full control effect; nearly all actives have a fitted effect of over 45% in size; many of its hits are not listed in these tables
EPAC1 antag: qHTS for Antagonist of cAMP-regulated guanine nucleotide exchange factor 3 (EPAC1): primary screen | EPAC1 GEF assay, Rap1b-BODIPY-GDP exchange fluorescence | Potency, µM (titrated, usually from 115 µM), inactives show at the highest dose activity change, negative = inhibition, most hits filed as inhibitors | 0.14% of 360,000 active;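 also: plate controls were vehicle for no effect and positive control for full effect; nearly all actives have a fitted effect of over 50% in size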
TDP-43 yeast inh: qHTS of TDP-43 Inhibitors; TDP-43 expressing yeast growth rescue, BacTiter-Glo, 24 h; Potency, µM (titrated, usually from 46.1 µM), inactives show at the top dose growth rescue (activation), most hits filed as activators; 1.8% of 410,000 active; also: % of control where 0% means no effect; nearly all actives have a fitted effect of over 50% in size
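Galactose-induced TDP-43 yeast, OD600=0.02, compound pinned; 24 hr, 30 deg C; BacTiter-Glo luminescence for growth. Inhibitors of TDP-43 toxicity read as activators.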
FUS suppressor: qHTS for Suppressors of FUS Proteinopathy: Primary screen using FUS-linked yeast assay. S. cerevisiae FUS-expressing, growth rescue, OD600, 24 h. Potency, µM (highest dose often 76.6 µM), inactives show top-dose growth rescue (activation), most hits filed as activators. 0.24% of 390,000 active. AID 1347120, 2019;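 also: plate controls were DMSO vehicle for no effect and reference control for full effect; nearly all actives have a fitted effect of over 55% in size; some results filed as inactive show a strong effect at the top dose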
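Restored growth of FUS-toxic S. cerevisiae, read as 600 nm absorbance after 24 h at 30C in galactose medium (starting OD 0.005). Controls CP55940 and DMSO.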
aSyn yeast inh: qHTS of alpha-syn Inhibitors. Yeast expressing alpha-synuclein, growth rescue, BacTiter-Glo, 24 h. Potency, µM (highest dose often 46.1 µM), for inactives: top-dose growth rescue (activation), usual class: activators. 0.14% of 370,000 active. AID 652106, 2013; also: % of control where 0% means no effect; nearly all actives have a fitted effect of over 65% in size
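Rescue of yeast growth: cells expressing toxic alpha-synuclein, induced in galactose at OD600 0.02, incubated with compound 24 h at 30 C. ATP luminescence quantified growth; inhibitors of toxicity appear as activators.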
EPAC2 ag: qHTS for Agonist of cAMP-regulated guanine nucleotide exchange factor 4 (EPAC2): primary screen | Rap guanine nucleotide exchange factor 4 (Homo sapiens), Q8WZA2 | EPAC2 activation, biochemical qHTS; response scale: 100% = 6.5 mM cAMP response | Potency, µM (highest dose often 154 µM), without a hit: at the highest dose activation, hits mostly activators | 0.079% of 360,000 active | AID 720711, 2013; also: nearly all actives have a fitted effect of over 50% in size
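Guanine nucleotide exchange by EPAC2 is measured as reduced fluorescence of BODIPY-GDP once it is released from 250 nM Rap1B. Plates are read kinetically for 30 min at room temperature; results are scaled to 6.5 mM cAMP.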
EPAC1 ag: qHTS for Agonist of cAMP-regulated guanine nucleotide exchange factor 3 (EPAC1): primary screen; Rap guanine nucleotide exchange factor 3 (Homo sapiens), O95398; EPAC1 agonist qHTS, biochemical assay; response scale: 100% = response to 6.5 mM cAMP; Potency, µM (doses to about 154 µM), for the others: at the highest dose activation, usual class: activators; 0.073% of 360,000 active; also: nearly all actives have a fitted effect of over 60% in size
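Compounds were pinned as a concentration titration into mixtures of EPAC1 (100 nM), BODIPY-GDP-loaded Rap1B (250 nM) and GDP (50 uM). After 5 min at room temperature, fluorescence was followed for 30 min; activity was scaled to 6.5 mM cAMP.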
PTHR1 ag: qHTS for PTHR1 Agonists: Primary Screen | Parathyroid hormone/parathyroid hormone-related peptide receptor (Homo sapiens), Q03431 | HEK293 GP2 PTHR1 cells, GloSensor cAMP luminescence, 1 h | Potency, µM (highest dose often 115 µM), without a hit: at the highest dose activation, most hits filed as activators | 0.075% of 410,000 active; also: nearly all actives have a fitted effect of over 55% in size; some results filed as inactive show a strong effect at the top dose; inactives centre near -15; many of its hits are not listed in these tables
Target sequence (Q03431 whole entry, looked up): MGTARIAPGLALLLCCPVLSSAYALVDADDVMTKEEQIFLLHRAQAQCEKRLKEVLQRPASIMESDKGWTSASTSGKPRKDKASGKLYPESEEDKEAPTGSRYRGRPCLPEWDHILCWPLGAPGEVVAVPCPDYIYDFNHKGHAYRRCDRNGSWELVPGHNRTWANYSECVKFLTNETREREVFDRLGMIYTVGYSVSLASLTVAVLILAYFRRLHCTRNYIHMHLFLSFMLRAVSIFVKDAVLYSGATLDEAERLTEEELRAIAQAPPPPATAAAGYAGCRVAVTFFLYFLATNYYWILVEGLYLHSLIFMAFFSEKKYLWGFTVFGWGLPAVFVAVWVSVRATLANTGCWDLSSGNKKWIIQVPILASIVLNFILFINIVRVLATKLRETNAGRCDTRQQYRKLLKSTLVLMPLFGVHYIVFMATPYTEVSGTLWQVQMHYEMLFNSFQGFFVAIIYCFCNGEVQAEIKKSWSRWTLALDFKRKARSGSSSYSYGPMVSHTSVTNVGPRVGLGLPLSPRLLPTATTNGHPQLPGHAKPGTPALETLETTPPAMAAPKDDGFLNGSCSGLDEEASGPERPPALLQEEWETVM
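HEK-293-derived GP2 cells expressing PTHR1 and a GloSensor cAMP reporter, 3,000/well, plated overnight, given luciferin plus IBMX (each 0.5 mM as added) for 1 h at 37 °C, then compound for 1 h at 37 °C. Luminescence was read after 15 min at room temperature.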
* = called active by the depositor; i = inactive; u = inconclusive; x = no result given; & = joins results of further samples; [ ] = another dose, or the depositor's remark. Calls follow the shape of the dose curve; as a rule, active = well fitted curve in the direction sought with a large enough effect; inconclusive = small, poorly fitted or top-dose-only effect, or another doubt; inactive = no such curve, though single readings can be large; an effect the other way counts as inactive or inconclusive. Potency is read from the fitted curve at half-maximal effect. The list is partial; the hit share may differ from the screen's.

Assay codes: A = EPAC2 antagonist; B = EPAC1 antag; C = TDP-43 yeast inh; D = FUS suppressor; E = aSyn yeast inh; F = EPAC2 ag; G = EPAC1 ag; H = PTHR1 ag
1) Cc1cccc(N2C(N)=C(C#N)C(C#N)(C#N)C2c2ccccc2)c1 (configuration not stated)
  A: -1.1%	B: 0.3%	C: 9.1%	D: -15.1%	E: -7.3%	F: 7.1%	G: -7.9%	H: i
2) CC(C)(C)NC(=O)C1(C)CCC(=O)N1CC(F)(F)F (configuration not stated)
  A: -2.4%	B: -26.4%	C: 2.5%	D: -23.0%	E: 1.2%	F: 7.8%	G: 5.1%	H: -1.4%
3) CCN(CCCNC(=O)Cn1ncc2c([nH]c3ccc(C)cc32)c1=O)c1ccccc1
  A: 6.6%	B: 8.7%	C: -1.8%&3.7%	D: -10.5%&5.0%	E: -6.7%	F: 3.1%	G: 5.7%	H: -25.2%
4) COc1ccc(N(CC(=O)N/N=C/c2cccc3c2OCCO3)S(=O)(=O)c2ccc(NC(C)=O)cc2)cc1
  A: 7.3%	B: -13.0%	C: -6.0%	D: u	E: -6.1%	F: 8.8%	G: 2.4%	H: -14.4%
5) O=C1c2ccccc2C(=O)c2c1cccc2N1CCCC1
  A: -15.5%	B: -19.6%	C: 14.1µM*	D: x	E: -22.7%	F: 19.4%	G: 8.2%	H: -26.9%
6) O=C(NNc1ccccn1)c1ccccc1CC[N+](=O)[O-]
  A: 0.8%	B: -21.0%	C: -12.1%	D: 3.3%	E: -1.0%	F: 11.3%	G: 3.0%	H: 19.8%
7) Cc1cccc(N(C(=O)c2csnn2)C(C(=O)NCc2ccccc2)c2ccncc2)c1 (configuration not stated)
  A: 2.4%	B: -4.1%	C: -19.8%	D: 34.0%	E: 4.2%	F: 9.0%	G: -0.1%	H: 10.3%
8) O=C(Nc1ccccc1)c1ccc2c(c1)OCCO2
  A: 11.9%	B: 7.1%	C: -21.6%	D: -10.1%	E: -17.0%	F: -1.3%	G: -2.8%	H: -11.0%[57.5 µM]
9) Cc1nnc(SCC2=C(C(=O)O)N3C(=O)C(NC(=O)Cn4ncc(Cl)c4C)C3SC2)s1 (configuration not stated)
  A: 10.3%	B: -4.7%	C: -4.2%[1.82 µM]	D: 11.8%	E: 0.4%	F: 0.3%	G: 5.9%	H: i
10) CCOC(=O)c1sc(-c2ccccn2)nc1C
  A: 6.9%	B: 4.6%	C: 25.4%	D: -3.1%	E: 2.0%	F: 6.4%	G: 4.6%	H: i
11) Nc1c(S(=O)(=O)c2cccs2)c2nc3ccccc3nc2n1/N=C/c1cccc(O)c1
  A: 2.2%	B: 0.4%	C: u	D: 20.1%	E: -0.8%	F: 6.9%	G: 10.4%	H: i
12) C[C@@H](NC(=O)C1(c2ccccc2)CCN(C(=O)OC(C)(C)C)CC1)C(=O)N[C@@H](Cc1ccccc1)C(=O)O
  A: 9.3%	B: -12.0%	C: 13.0%	D: 14.7%	E: 10.8%	F: 6.3%	G: -29.1%	H: -25.9%
13) CCO/C=N/Nc1nc(C(F)(F)F)nc2c1cnn2Cc1ccccc1
  A: -15.0%	B: -26.2%	C: 7.9%	D: 16.3%	E: -3.0%	F: 5.2%	G: 1.5%	H: -33.6%[inhibitor]
14) COc1ccc(-c2nnn(CC(=O)N(CCCO)C(C(=O)NC3CCCC3)c3ccncc3)n2)cc1 (configuration not stated)
  A: 6.5%	B: 4.6%	C: -5.4%	D: -19.6%	E: -2.5%	F: -4.4%	G: -9.7%	H: i
15) C[C@H](Cc1ccccc1)Nc1ncnc2c1ncn2[C@@H]1O[C@H](CO)[C@@H](O)[C@H]1O
  A: -4.4%	B: -6.0%	C: 21.1%	D: -42.7%	E: 1.6%&-1.6%	F: -8.4%	G: -13.2%	H: -38.9%[inhibitor]
16) C=CCNc1nc(C(=O)OCC(=O)c2cccc(Br)c2)cs1
  A: 4.4%	B: u	C: 15.3%	D: x	E: -1.4%	F: 6.8%	G: 6.5%	H: -52.1%[inhibitor]
17) CCN(CC(=O)Nc1ccc2c(c1)OCCO2)Cc1cc(=O)n2ccsc2n1
  A: 3.9%	B: 5.4%	C: -12.9%	D: 4.1%	E: -6.1%	F: -6.5%	G: 1.0%	H: -18.6%
18) O=C(/C=C/c1ccc(S(=O)(=O)N2CCOCC2)cc1)NCCCn1ccnc1
  A: 5.7%	B: 11.1%	C: 19.8%	D: -5.4%	E: 0.2%	F: 6.4%	G: 8.0%	H: i
19) Cc1ccn2cc(CCNS(=O)(=O)c3ccc4ccccc4c3)nc2c1
  A: 7.2%	B: -9.6%	C: -3.7%	D: 8.4%	E: -0.3%	F: 2.7%	G: -35.2%[inhibitor]	H: -3.4%
20) O=C(O)c1ccc(/C=N/NC(=S)NCCN2CCOCC2)cc1
  A: 10.4%	B: 9.5%	C: -1.9%	D: 16.5%	E: 4.2%	F: 10.5%	G: 2.2%	H: i
21) COc1ccccc1NC(=S)N1CCN(C(=O)C2CCCO2)CC1 (configuration not stated)
  A: -3.0%[57.1 µM]	B: -5.7%	C: -18.0%	D: -27.6%	E: -8.2%	F: 20.5%	G: -0.7%	H: -5.6%
22) CCc1ccc(NC(=O)C2CCN(S(=O)(=O)c3c(C)noc3/C=C/N(C)C)CC2)cc1
  A: -13.1%	B: u	C: 8.6%	D: 38.1%	E: 5.5%	F: 1.4%	G: -0.6%	H: -47.2%[inhibitor]
23) CCOc1ccc(C(=O)Nc2ccc(N3CCN(C(=O)c4ccco4)CC3)cc2)cc1Br
  A: -23.5%	B: -28.7%	C: -1.4%	D: x	E: -5.0%	F: -4.5%	G: 0.3%	H: i
24) NS(=O)(=O)c1cccc(NC(=O)CSc2nnc3n2CCCCC3)c1
  A: 1.1%	B: -0.9%	C: 10.0%	D: 5.3%	E: -8.8%	F: 8.8%	G: 6.8%	H: i
25) COc1ccc(CNC(=O)C[C@@H]2C[C@H]3c4cc(NC(=O)C5CCC5)ccc4O[C@H]3[C@@H](CO)O2)cc1
  A: 0.2%	B: 5.7%	C: 0.0%	D: -2.2%	E: 2.8%	F: 7.4%	G: 9.4%	H: -17.9%

Among those listed so far, these contain a halogen.
Assay codes: A = EPAC2 antagonist; B = EPAC1 antag; C = TDP-43 yeast inh; D = FUS suppressor; E = aSyn yeast inh; F = EPAC2 ag; G = EPAC1 ag; H = PTHR1 ag
2) CC(C)(C)NC(=O)C1(C)CCC(=O)N1CC(F)(F)F (configuration not stated)
  A: -2.4%	B: -26.4%	C: 2.5%	D: -23.0%	E: 1.2%	F: 7.8%	G: 5.1%	H: -1.4%
9) Cc1nnc(SCC2=C(C(=O)O)N3C(=O)C(NC(=O)Cn4ncc(Cl)c4C)C3SC2)s1 (configuration not stated)
  A: 10.3%	B: -4.7%	C: -4.2%[1.82 µM]	D: 11.8%	E: 0.4%	F: 0.3%	G: 5.9%	H: i
13) CCO/C=N/Nc1nc(C(F)(F)F)nc2c1cnn2Cc1ccccc1
  A: -15.0%	B: -26.2%	C: 7.9%	D: 16.3%	E: -3.0%	F: 5.2%	G: 1.5%	H: -33.6%[inhibitor]
16) C=CCNc1nc(C(=O)OCC(=O)c2cccc(Br)c2)cs1
  A: 4.4%	B: u	C: 15.3%	D: x	E: -1.4%	F: 6.8%	G: 6.5%	H: -52.1%[inhibitor]
23) CCOc1ccc(C(=O)Nc2ccc(N3CCN(C(=O)c4ccco4)CC3)cc2)cc1Br
  A: -23.5%	B: -28.7%	C: -1.4%	D: x	E: -5.0%	F: -4.5%	G: 0.3%	H: i

Fetched by compound from the entries so far:
Assay codes: A = EPAC2 antagonist; B = EPAC1 antag; C = TDP-43 yeast inh; D = FUS suppressor; E = aSyn yeast inh; F = EPAC2 ag; G = EPAC1 ag; H = PTHR1 ag
19) Cc1ccn2cc(CCNS(=O)(=O)c3ccc4ccccc4c3)nc2c1
  A: 7.2%	B: -9.6%	C: -3.7%	D: 8.4%	E: -0.3%	F: 2.7%	G: -35.2%[inhibitor]	H: -3.4%
17) CCN(CC(=O)Nc1ccc2c(c1)OCCO2)Cc1cc(=O)n2ccsc2n1
  A: 3.9%	B: 5.4%	C: -12.9%	D: 4.1%	E: -6.1%	F: -6.5%	G: 1.0%	H: -18.6%
